# Source: PubChem BioAssay
# HIF-2a block = HIF-2a reporter inhibitors, primary screen, luminescence, 786-0 RCC cells. 786-0 RCC cells HIF-2a reporter, luciferase luminescence, overnight. inhibition, % at 18.8 µM. 360,000 compounds, 0.72% hits. AID 624352, 2012;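 active = inhibition of the luminescence signal of 40% or more relative to plate controls, in a single-dose primary screen at 18.75 µM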
# MITF TRPM1 inh = inhibitors of MITF-dependent TRPM1 promoter reporter, primary screen, cell-based, SK-MEL-5, single point, luciferase. AID 488899, 2010. 330,000 compounds, 0.83% hits. inhibition, % at 12.5 µM. SK-MEL-5 TRPM1 promoter luciferase, 24 h;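 active = mean inhibition across replicates of 60% or more, whatever share of single replicates reaches that level; inconclusive = some that reach 60%, reason not given; inactive = mean inhibition across replicates below 60%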; note: values of inactives mirror those of a sister screen read the other way
# C8 TRAIL sens = viability loss with TRAIL in NB7+C8 cells, primary screen, TRAIL sensitizer project, cell-based, ATPlite luminescence; 360,000 compounds, 1% hits; inhibition (viability loss, TRAIL sensitization), % at 10 µM; AID 624354, 2012;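 active = compounds causing at least 50% loss of cell viability in the single-dose screen, relative to plate controls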
# hiPSC survival = enhancers of single-cell hiPSC survival, primary screen, ATPlite luminescence. 100% = ROCK inhibitor wells, 0% = DMSO. survival enhancement, % at 20 µM. 360,000 compounds, 0.044% hits. AID 602274, 2012; in the data active = survival enhancement above about 18%;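 note: cells exposed to compounds for 16 hours before the ATP read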
# Peg3 prom inh = Peg3 promoter-driven luciferase inhibitors, primary screen, cell-based, HeLa, luciferase luminescence. inhibition, % at 20 µM. AID 588405, 2011. HeLa PEG-Prom luciferase reporter, overnight. 360,000 compounds, 1.7% hits;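 active = inhibition of at least 50% at 20 µM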
# Shn3 3UTR inh = reduction of Shn3 3'UTR firefly luciferase signal, primary screen, Schnurri-3 inhibitor project, cell-based, Clone20 osteoblasts, set 2 | inhibition, % at 12.5 µM | Clone20 osteoblast Shn3 3'UTR firefly luciferase, 24 h | 360,000 compounds, 0.52% hits | AID 588674, 2011;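 active = mean inhibition of at least 75% with every replicate also reaching 75%; inconclusive = mean inhibition at least 75% but some replicate below; inactive = mean inhibition below 75%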;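 note: 0% = median of neutral control wells and 100% = pilot-screen positive control compound; some compounds past the cut are filed as inactive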
# KKLEB tox = cytotoxicity in KKLEB CF airway cells, primary screen, cytotoxicity control for CF NF-kB inhibitor project, cell-based, uHTS, fluorescence assay plates | KKLEB CF airway cells viability, ATPlite luminescence, overnight; active compounds read low; cells stimulated with P. aeruginosa culture filtrate | activity change (cytotoxicity), % at 5 µM | 360,000 compounds, 0.36% hits | AID 602141, 2011;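 active = corrected activity change at or below -50% at 5 µM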
# LMP1 NFkB inh = EBV LMP1-driven NF-kappaB luciferase reporter inhibitors, primary screen, cell-based, luminescence, single point; LMP1-induced NF-kappaB luciferase reporter cells; inhibition, % at 12.5 µM; 350,000 compounds, 0.69% hits; AID 504558, 2011; in the data active = inhibition above about 41%; inconclusive = no clear call, values can overlap the other calls;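 note: 0% = neutral control wells and 100% = reference inhibitor control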
# NR2E3 ag-1 = inhibitors of NR2E3-RetCOR corepressor binding, primary screen, NR2E3 agonist project, biochemical, TR-FRET, GST-NR2E3, biotin-RetCOR | Photoreceptor-specific nuclear receptor (Homo sapiens), Q9Y5X4 | 1536-well | inhibition of corepressor binding, % at 4.78 µM | 320,000 compounds, 0.12% hits | AID 2300, 2010;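 active = percent inhibition above the cutoff of mean plus 3 SD of all tested compounds, set per screening campaign, cut at about 20% in these data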;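 note: 0% = DMSO wells and 100% = biotin wells as full block of FRET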
# Target sequence (Q9Y5X4 whole entry, looked up): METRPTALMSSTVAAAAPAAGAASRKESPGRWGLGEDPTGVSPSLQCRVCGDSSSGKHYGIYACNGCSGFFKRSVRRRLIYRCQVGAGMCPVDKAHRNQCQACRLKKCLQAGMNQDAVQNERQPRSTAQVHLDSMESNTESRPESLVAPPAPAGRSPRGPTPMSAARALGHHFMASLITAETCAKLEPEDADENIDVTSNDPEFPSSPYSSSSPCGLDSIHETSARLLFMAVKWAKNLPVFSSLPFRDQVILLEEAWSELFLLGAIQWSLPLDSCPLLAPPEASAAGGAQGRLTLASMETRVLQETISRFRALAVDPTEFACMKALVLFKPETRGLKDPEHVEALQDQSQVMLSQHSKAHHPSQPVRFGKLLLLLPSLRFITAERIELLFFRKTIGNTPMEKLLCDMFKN
#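 Format: 1536-well format; test system: GST-NR2E3 and biotin-RetCOR proteins; read-out basis: percent inhibition of TR-FRET ratio; timing: 5 h incubation at 4 °C; detection: time-resolved FRET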
# NR2E3 ag-2 = NR2E3 agonists in two-hybrid cells, primary screen, cell-based, luminescence, CHO-S, Gal4-NCOR/VP16-NR2E3; Photoreceptor-specific nuclear receptor (Homo sapiens), Q9Y5X4; luciferase; inhibition of corepressor binding, % at 3.98 µM; 360,000 compounds, 0.35% hits; AID 602229, 2012;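 active = inhibition above the mean of all tested compounds plus 3 SD, cut at about 70% in these data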;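 note: 0% = DMSO with NR2E3 transfected cells and 100% = cells lacking NR2E3 construct; higher means lower luciferase signal from less NR2E3 corepressor binding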
# CF NFkB inh = inhibitors of PAF-induced NF-kB signaling, primary screen, cell-based, GFP fluorescence, uHTS | AID 588850, 2011 | 360,000 compounds, 0.86% hits | inhibition, % at 5 µM | KKLEB NF-kB-GFP reporter, GFP fluorescence overnight;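 active = at least 50% inhibition at 5 µM, scaled per plate between neutral and stimulator controls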;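 note: PAF is a Pseudomonas aeruginosa culture filtrate used as stimulus; plate controls were PAF-stimulated DMSO wells for no effect and unstimulated DMSO wells for full effect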
# Starred values were filed as active, the others as inactive; ? = inconclusive; nt = no result given.
# The line under a structure holds: HIF-2a block	MITF TRPM1 inh	C8 TRAIL sens	hiPSC survival	Peg3 prom inh	Shn3 3UTR inh	KKLEB tox	LMP1 NFkB inh	NR2E3 ag-1	NR2E3 ag-2	CF NFkB inh
(1) Cc1ccc(S(=O)(=O)N2CC=C(N)N2)cc1
  1	-8	-14	0.5	-1	?	14	1	nt	-31	-24
(2) CCn1c(SCC(=O)Nc2ccc(C(C)=O)cc2)nc2nc3c(cc2c1=O)COC(C)(C)C3
  -97	-30	-3	-0.2	-89	-12	2	-8	4	-36	-10
(3) CCOC(=O)C=C(C(=O)OCC)C(=O)OCC
  -4	6	2	-0.8	40	-4	-7	12	nt	14	-14
(4) O=C(c1ccccc1)c1ncc(C(F)(F)F)cc1Cl
  10	4	-7	-0.9	0	-24	5	4	-2	8	-4
(5) CCc1nn(CC(=O)N2CC(C)CC(C)C2)c(=O)c2cccn12 (stereo unspecified)
  4	-1	-2	-0.4	9	-13	4	4	-4	-7	-4
(6) CC(=O)Nc1ccc(Nc2c3c4c(cccc4n(C)c2=O)C(=O)c2ccccc2-3)cc1
  33	4	-16	-2.9	21	19	-18	-17	3	12	-24
(7) CC(=O)Nc1ccc(S(=O)(=O)Nc2ccc(F)c([N+](=O)[O-])c2)cc1
  23	17	-2	1.2	12	-16	-1	2	4	-12	8
(8) COc1ccc(CC(=O)NCC2CCCN(Cc3ccc(OC)cc3F)C2)cc1 (stereo unspecified)
  18	3	5	0.7	14	-1	-16	0	2	-16	-3
(9) C[C@@H]1CN([C@@H](C)CO)C(=O)c2cc(N(C)C)ccc2O[C@@H](C)CCCCO[C@@H]1CN(C)Cc1ccc2c(c1)OCO2
  12	nt	11	-3.2	-10	8	11	13	nt	-17	1
(10) COc1ccc2[nH]c3c(c2c1)[C@@H]1CCN2C(=O)CCC[C@H](C3)[C@H]12
  -16	12	6	-0.5	-13	-14	9	-7	2	28	-35

# A section taken from the entries so far:
# The line under a structure holds: HIF-2a block	MITF TRPM1 inh	C8 TRAIL sens	hiPSC survival	Peg3 prom inh	Shn3 3UTR inh	KKLEB tox	LMP1 NFkB inh	NR2E3 ag-1	NR2E3 ag-2	CF NFkB inh
(9) C[C@@H]1CN([C@@H](C)CO)C(=O)c2cc(N(C)C)ccc2O[C@@H](C)CCCCO[C@@H]1CN(C)Cc1ccc2c(c1)OCO2
  12	nt	11	-3.2	-10	8	11	13	nt	-17	1
(10) COc1ccc2[nH]c3c(c2c1)[C@@H]1CCN2C(=O)CCC[C@H](C3)[C@H]12
  -16	12	6	-0.5	-13	-14	9	-7	2	28	-35

# Remaining list, next part.
# The line under a structure holds: HIF-2a block	MITF TRPM1 inh	C8 TRAIL sens	hiPSC survival	Peg3 prom inh	Shn3 3UTR inh	KKLEB tox	LMP1 NFkB inh	NR2E3 ag-1	NR2E3 ag-2	CF NFkB inh
(11) O=S(=O)(c1ccccc1)N1CC=C(c2ccccc2)CC1
  -4	-2	4	0.1	20	4	-12	-11	4	13	-18
(12) CC1CC(=O)N(CC(=O)NCc2ccco2)c2ccccc2S1 (stereo unspecified)
  24	-8	-24	-2.3	12	4	9	5	-3	-12	-13
(13) O=C(COc1cccc2ccccc12)N/N=C/c1ccccc1OCc1ccc(C(=O)O)cc1
  -6	-23	-2	-0.4	-3	-1	12	-1	-2	4	-27
(14) COc1ccc(NC(=O)C2CCN(S(=O)(=O)c3ccc(C)cc3)CC2)cc1OC
  18	1	6	0.1	8	4	1	5	-2	10	0
(15) O=C1CC(NCCN2CCOCC2)C(=O)N1Cc1ccc(N2CCCC2=O)cc1 (stereo unspecified)
  12	-4	-10	-0.3	7	9	5	-3	6	4	1
(16) CC(=O)Nc1ccc(NC(=O)C(C)OC(=O)c2ccc(OCc3c(C)noc3C)cc2)cc1 (stereo unspecified)
  -18	-2	-6	-0.7	10	3	4	-3	6	10	-26
(17) Cc1cccc(NC(=O)NCc2ccc3c(c2)OCO3)c1
  -203	-47	-11	0.6	-192	-25	5	-11	1	-50	9
(18) CC(C)(C)C(=O)N1c2ccccc2CCc2ccccc21
  11	-4	10	1.1	8	-3	-1	1	4	5	3
(19) CN(Cc1ccccc1)C(=O)c1cccc(NC(=O)Cc2ccc(NC(=O)C3CCCN(C(=O)CCc4ccccc4)C3)cc2)c1 (stereo unspecified)
  1	13	-1	-0.4	7	15	8	-7	nt	-24	-5
(20) CC(=O)Nc1cccc(-c2csc(C(C)(O)c3cccc(F)c3)n2)c1 (stereo unspecified)
  12	nt	5	1.8	17	-20	-15	nt	nt	-28	10
(21) Cc1noc(C)c1CSc1nnc2ccc3ccccc3n12
  2	5	-19	0.0	11	-17	1	5	1	-9	1
(22) Cc1onc(-c2ccccc2Cl)c1C(=O)Nc1ccccc1O
  6	8	-10	1.2	2	17	8	-2	-6	-19	-2
(23) CCc1nnc(NC(=O)[C@@H](NS(=O)(=O)c2ccc3c(c2)OCCO3)C(C)C)s1
  10	-11	-4	-1.1	-1	13	-3	-3	nt	-32	-12
(24) O=C(Nc1ccc(S(=O)(=O)N2CCOCC2)cc1)c1ccc2c(c1)OCO2
  10	-14	-11	0.3	1	nt	4	-5	-2	12	-6
(25) CCC(=O)N1CCC1(C)C(=O)Nc1ccc2c(c1)CCN2C(C)=O (stereo unspecified)
  1	nt	-2	1.0	-9	-34	-4	nt	nt	-19	5
(26) O=c1cc[nH]c2ccc(OC(F)(F)F)cc12
  6	9	23	0.2	4	-3	10	3	2	-15	-21
(27) CCn1c(-c2cc(OC)ccc2OC)csc1=Nc1c(C)n(C)n(-c2ccccc2)c1=O
  5	11	0	-0.3	15	20	1	6	4	-2	0
(28) Cc1ccc(-n2c(=O)c3sccc3n(CC(=O)NCc3ccco3)c2=O)cc1F
  9	9	-16	2.6	8	0	3	2	2	-7	-8
(29) COc1ccc(NC(=O)COC(=O)c2ccc(S(=O)(=O)N3CCCCC3)cc2)c(OC)c1
  8	nt	2	5.4	1	4	13	2	nt	-18	-21
(30) FC(F)(F)c1cccc(OCC2CNC(=S)O2)c1 (stereo unspecified)
  1	3	10	1.2	7	-2	5	2	1	-36	-15
(31) CCOC(=O)Cc1csc(/N=C/c2c(O)n(-c3ccccc3C(F)(F)F)c(=O)c3ccccc23)n1
  -16	-4	-7	-1.4	30	-2	-2	-12	4	-1	-2
(32) Cc1cc(C)n(-c2nc3ccccc3nc2N2CCC(C)CC2)n1
  10	9	-1	-1.5	25	16	6	6	5	0	-1
(33) CCn1nc(C(=O)NNC(=O)C(Cc2ccccc2)NC(N)=O)c2ccccc2c1=O (stereo unspecified)
  9	-8	-6	2.8	0	7	-15	10	nt	-4	22
(34) COc1ccc(CC(=O)NC(C)c2ccc3ccccc3c2)cc1 (stereo unspecified)
  9	-1	-1	-0.7	4	4	-5	-5	5	-4	9
(35) O=C(CSc1nc2scc(-c3ccco3)c2c(=O)n1-c1ccccc1)N1CCOCC1
  -11	-14	4	-1.2	11	18	-6	2	19	14	0
(36) COc1ccc(C(=O)Nn2cnnc2)cc1
  13	2	-6	-1.6	-6	8	6	-16	1	-12	2
(37) Cc1ccccc1NC(=O)NCc1ccccn1
  -9	1	-3	0.4	-4	-15	-7	-1	-1	-41	7
(38) Cc1cc(C)cc(-n2nnnc2-c2cn(C)nc2C(F)(F)F)c1
  19	-5	-11	0.8	19	17	7	2	0	7	-4
(39) CCC1CCCCN1CCCNC(=O)c1ccc(CS(=O)(=O)c2ccccc2OC)o1 (stereo unspecified)
  10	-21	-4	0.2	-7	-8	5	4	-3	-25	0
(40) N#CCCCCn1c(-c2cncs2)nc2ccccc21
  3	-1	22	0.5	16	-1	-7	1	0	-10	16
(41) C=CCN1C(=O)C2C(C(=O)NCc3ccccc3)C3(C)C=CC2(O3)C1C(=O)NC(C)(C)C (stereo unspecified)
  10	-4	-18	-0.4	-1	6	2	2	2	-19	6
(42) C/C(=N\OCC(=O)Nn1c(=O)[nH]c2ccccc2c1=O)c1ccccc1
  17	1	1	-0.6	9	20	6	0	-1	-16	12
(43) Cc1noc(C)c1CSCC(=O)N(C)CC(=O)Nc1ccccc1Br
  9	3	-4	-0.4	10	-13	-18	-3	1	-23	-1
(44) CCOc1ccc(C(=O)CSCCC(=O)O)cc1
  78*	27	-4	1.7	5	29	0	10	5	23	9
(45) CCOC(=O)N1CCN(c2c(N3CCN(c4ccc(OC)cc4)CC3)c(=O)c2=O)CC1
  17	nt	-1	-1.6	7	4	23	5	1	-10	-36
(46) Cc1cccc(C2c3[nH]c4ccccc4c3CCN2C(=O)CN2CCOC2=O)n1 (stereo unspecified)
  24	12	0	5.3	10	-16	5	-2	3	14	-10
(47) O=C(Cc1ccc(Cl)cc1)c1c[nH]c(C(=O)NCCCn2ccnc2)c1
  9	3	0	-1.6	9	-1	12	-12	2	0	-7
(48) COc1ccc(OCCCC(=O)ON=C(N)c2ccccc2Cl)cc1
  -15	-7	2	0.3	0	0	10	-2	4	-16	13
(49) Cc1cccc(NC(=S)NCCc2c[nH]c3ccccc23)c1
  -18	-4	-7	-2.1	-5	-35	-3	2	2	-22	6
(50) O=C(/C=C/c1cnc2ccccc2n1)NC1CCCCCC1
  -148	-56	4	0.0	-217	-22	26	-14	0	-96	-12
(51) CCn1c(SCCC(C)C)nnc1-c1c[nH]c2ccccc12
  -29	nt	9	-1.1	-23	15	-3	10	5	-22	8
(52) Cc1nn(CC(=O)NCCc2ccc(Cl)cc2)c(=O)c2cccn12
  12	10	-16	0.6	4	-5	19	4	-3	-30	-18
(53) COc1ccc(CNC(=O)CN(Cc2ccccc2)C(=O)CCC(=O)Nc2ccccn2)cc1
  8	2	-11	0.0	8	3	11	-5	2	1	4
(54) COc1cc(NC(=O)Cn2ccsc2=N)cc(OC)c1
  6	-2	-12	0.0	3	-19	9	3	0	-8	3
(55) CC(C(=O)Nc1nccs1)N1C(=O)c2ccccc2S1(=O)=O (stereo unspecified)
  14	2	17	-0.4	3	-11	-8	1	0	-5	11
(56) OCC(O)C1OC(c2ccco2)OC(CO)C1O (stereo unspecified)
  12	-4	-4	-0.3	-12	-2	8	2	nt	-2	-4
(57) O=C(c1nc2ccccn2c1CN1CCCC(OCc2ccccc2)C1)N1CCCC1 (stereo unspecified)
  14	2	6	0.7	1	-5	2	-3	1	-17	1
(58) O=C1COc2ccc(C(=O)COC(=O)c3ccco3)cc2N1
  4	2	3	0.1	5	-32	-3	-4	-1	7	-20

# This is a subset. The share of hits here may be higher or lower than overall.
